rad50 – NCI yeast anticancer drug screen, S. cerevisiae rad50 strain. growth inhibition, % at 50 µM. 10% of 79,000 active. AID 155;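 further: 0% = growth of vehicle-only cultures of the same strain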
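Vehicle-treated cultures provide the reference for the growth inhibition reported for compound-exposed, repair-deficient yeast.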
bub3 – NCI yeast anticancer drug screen, S. cerevisiae bub3 mutant strain; 9.9% of 78,000 active; % growth inhibition at 50 µM;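 further: 0% = growth of vehicle-only cultures of the same strain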
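Mutant yeast screening strain plus compound; vehicle-treated cultures serve as the 0% inhibition reference.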
yeast cln2 rad14 – NCI yeast anticancer drug screen, S. cerevisiae cln2 rad14 strain; growth inhibition, % at 50 µM; 8.3% of 78,000 active;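 further: 0% = growth of vehicle-only cultures of the same strain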
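Relative to vehicle controls, growth inhibition of compound-treated cln2 rad14 yeast was recorded.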
yeast mlh1 rad18 – NCI yeast anticancer drug screen, S. cerevisiae mlh1 rad18 strain; growth inhibition, % at 50 µM; 11% of 79,000 active;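 further: 0% = growth of vehicle-only cultures of the same strain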
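A repair-deficient yeast strain is exposed to test compound, and growth is scored relative to vehicle-treated controls.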
yeast sgs1 mgt1 – NCI yeast anticancer drug screen, S. cerevisiae sgs1 mgt1 strain; growth inhibition, % at 50 µM; 10% of 78,000 active;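 further: 0% = growth of vehicle-only cultures of the same strain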
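Genetically altered yeast, compound exposure, growth inhibition relative to vehicle.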
yeast mec2-1 – NCI yeast anticancer drug screen, S. cerevisiae mec2-1 strain; % growth inhibition at 50 µM; AID 157; 9% of 79,000 active;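 further: 0% = growth of vehicle-only cultures of the same strain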
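Readout is yeast growth inhibition, normalised to vehicle-treated controls, in the mec2-1 strain exposed to compound.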
An asterisk follows results filed as active; & = joins results of further samples. No stated cut-off is given here; in the data, active means growth inhibition above about 70%; inactive means the rest.

SMILES	rad50	bub3	yeast cln2 rad14	yeast mlh1 rad18	yeast sgs1 mgt1	yeast mec2-1
c1ccc(CN2CCC3(N4CCOCC4)C(C2)N=NN3c2ccccc2)cc1 (stereo not drawn)	-28	-12	-1	-14	1	-10
CC(NC(=O)OC(C)(C)C)C(=O)O (stereo not drawn)	9	41	6	14	31	-6
CCC(Oc1ccc(OC)c2ccccc(=O)c12)C(=O)O (stereo not drawn)	7	-1	16	16	-6	12
N#CC1C(=O)NC(c2ccccc2)=CC1c1ccccc1 (stereo not drawn)	40	2	9	21	29	4
O=C1c2ccccc2-c2ccc(-c3ccc4c5c(cccc35)C(=O)c3ccccc3-4)c3cccc1c23	-22	-31	-1	-34	-8	-28
CCCCC1(O)C(=O)N(c2ccccc2)N(c2ccccc2)C1=O	17	22	13	4	7	11
CC(=O)Nc1ccc2c([N+](=O)[O-])cccc2c1-c1c(NC(C)=O)ccc2c([N+](=O)[O-])cccc12	44	6	11	30	35	11
CCCN(Cc1ccc(CN(CCC)C(=O)C(Cl)Cl)cc1)C(=O)C(Cl)Cl	48	24	38	49	48	20
COc1ccc(C(=O)Oc2ccccc2C)cc1	6	-7	-11	-2	-6	-26
Clc1c(Cl)c(Cl)c2nn(C3CCCO3)nc2c1Cl (stereo not drawn)	15	12	-17	-46	-6	3
CC1=C(C(=O)Nc2ccccc2C)C(c2ccccc2)C(C(=O)Nc2ccccc2C)=C(C)N1	11	16	6	7	9	15
Cc1cccc(NC(=O)C(=O)C(C#N)c2c(Cl)cccc2Cl)c1C (stereo not drawn)	48	-14	-27	11	12	3
O=C(NN1C(=O)C(Cl)C1c1c(O)ccc2ccccc12)c1ccccc1O (stereo not drawn)	-24	-29	-11	-43	-41	-31
COC1=CC(C)C2CC3OC(=O)CC4C(C)=C(OC)C(=O)C(C2(C)C1=O)C34C (stereo not drawn)	4	-4	6	-4	3	-42
Cn1cc(Cc2ccc(-c3ccccc3)cc2)c(=O)c(Cc2ccc(-c3ccccc3)cc2)c1	31	4	12	28	-3	7
Cc1ccc(/C=N/Nc2ncccn2)s1	2	-22	14	0	-11	-16
N=C(N)c1ccc(Nc2ccc(-c3cc4ccc(C(=N)N)cc4[nH]3)cc2)cc1	99*	99*	98*	98*	99*	99*
C(=C\[n+]1ccc2ccccc2c1)/c1ccccc1	80*	8	42	75*	69	27
O=CN1CCCCC1	-15&-43	0&-19	-28&3	1&-9	-5&-3	-3&-26
Brc1c(-c2ccccc2)oc2nc3ccccc3nc12	17	13	7	4	0	0

A second format for part of the listing above.
Screens in order: rad50 | bub3 | yeast cln2 rad14 | yeast mlh1 rad18 | yeast sgs1 mgt1 | yeast mec2-1
c1ccc(CN2CCC3(N4CCOCC4)C(C2)N=NN3c2ccccc2)cc1 (stereo not drawn)
    -28 | -12 | -1 | -14 | 1 | -10
CC(NC(=O)OC(C)(C)C)C(=O)O (stereo not drawn)
    9 | 41 | 6 | 14 | 31 | -6
CCC(Oc1ccc(OC)c2ccccc(=O)c12)C(=O)O (stereo not drawn)
    7 | -1 | 16 | 16 | -6 | 12
N#CC1C(=O)NC(c2ccccc2)=CC1c1ccccc1 (stereo not drawn)
    40 | 2 | 9 | 21 | 29 | 4
O=C1c2ccccc2-c2ccc(-c3ccc4c5c(cccc35)C(=O)c3ccccc3-4)c3cccc1c23
    -22 | -31 | -1 | -34 | -8 | -28
CCCCC1(O)C(=O)N(c2ccccc2)N(c2ccccc2)C1=O
    17 | 22 | 13 | 4 | 7 | 11
CC(=O)Nc1ccc2c([N+](=O)[O-])cccc2c1-c1c(NC(C)=O)ccc2c([N+](=O)[O-])cccc12
    44 | 6 | 11 | 30 | 35 | 11
CCCN(Cc1ccc(CN(CCC)C(=O)C(Cl)Cl)cc1)C(=O)C(Cl)Cl
    48 | 24 | 38 | 49 | 48 | 20
COc1ccc(C(=O)Oc2ccccc2C)cc1
    6 | -7 | -11 | -2 | -6 | -26
Clc1c(Cl)c(Cl)c2nn(C3CCCO3)nc2c1Cl (stereo not drawn)
    15 | 12 | -17 | -46 | -6 | 3
CC1=C(C(=O)Nc2ccccc2C)C(c2ccccc2)C(C(=O)Nc2ccccc2C)=C(C)N1
    11 | 16 | 6 | 7 | 9 | 15
Cc1cccc(NC(=O)C(=O)C(C#N)c2c(Cl)cccc2Cl)c1C (stereo not drawn)
    48 | -14 | -27 | 11 | 12 | 3
O=C(NN1C(=O)C(Cl)C1c1c(O)ccc2ccccc12)c1ccccc1O (stereo not drawn)
    -24 | -29 | -11 | -43 | -41 | -31
COC1=CC(C)C2CC3OC(=O)CC4C(C)=C(OC)C(=O)C(C2(C)C1=O)C34C (stereo not drawn)
    4 | -4 | 6 | -4 | 3 | -42
Cn1cc(Cc2ccc(-c3ccccc3)cc2)c(=O)c(Cc2ccc(-c3ccccc3)cc2)c1
    31 | 4 | 12 | 28 | -3 | 7

Later entries.
SMILES	rad50	bub3	yeast cln2 rad14	yeast mlh1 rad18	yeast sgs1 mgt1	yeast mec2-1
COc1c2ccoc2c(OC)c2oc(=O)ccc12	13	-4	17	-2	12	-24
CCC(C)C(O)C(C)C (stereo not drawn)	11	-5	14	22	-16	-18
C/C=C/SC(=Nc1ccccc1)Nc1ccccc1	88*	92*	2	66	91*	49
NOS(=O)c1ccc(N=C/C=C/c2ccccc2)cc1 (stereo not drawn)	-9	5	-29	-8	-9	-2
O=C(Nc1ccc(S(=O)(=O)NC2CCCCC2)cc1)OCc1ccccc1	57	28	31	55	73*	10
CCCCCCCCCCCCCCCCCC(=O)NCCCNCCCNC(=O)CCCCCCCCCCCCCCCCC	-11	-18	8	-14	-12	-21
CCCCC(CC)COC(=O)c1cc2ccccc2oc1=O (stereo not drawn)	71*	80*	50	68	68	62
Clc1cc(Cl)c(Cl)c(Cl)c1Cl	-4	-3	13	14	0	-10
Cc1nn(C(=O)c2ccc(Cl)cc2)c2c1C(c1ccccc1[N+](=O)[O-])SC(N)=N2 (stereo not drawn)	-10	28	33	-9	7	-2
Cc1ccc(NC(=O)C(=O)Nc2ccc(C)cc2)cc1	-9	-6	-25	16	-3	-14
CC(O)CNC1=CC(=O)C(=O)c2ccccc21 (stereo not drawn)	-13	20	4	-21	5	-26
CN(Cc1ccccc1)C(=O)Nc1ccc(F)c([N+](=O)[O-])c1	8	51	-4	16	22	29
Cc1ccc(NC(=O)OCC(F)(F)C(F)(F)C(F)(F)C(F)(F)C(F)(F)C(F)(F)C(F)(F)C(F)(F)C(F)(F)C(F)F)cc1NC(=O)OCC(F)(F)C(F)(F)C(F)(F)C(F)(F)C(F)(F)C(F)(F)C(F)(F)C(F)(F)C(F)(F)C(F)F	2	0	-10	6	-6	3
CN(C/C=C/CN(C)C(=S)Nc1ccccc1)C(=S)Nc1ccccc1	-19	3	-3	6	-20	13
CCOC(=O)c1nc(SC)sc1NC(=O)c1ccc([N+](=O)[O-])cc1	-11	-15	27	-22	-31	-25
CCCc1cc2c(cc1CS(=O)(=O)CC)OCO2	-9	17	23	4	1	2
S=C(S)OCN1CCOCC1	98*	99*	97*	98*	97*	98*
COc1cc(C(=O)CC(O)(C(F)(F)F)C(F)(F)F)cc(OC)c1OC	-26	-3	-22	-5	-8	4
COc1ccc2cc1Oc1ccc(cc1)C[C@H]1c3cc(c(OC)cc3CCN1C)Oc1c(O)c(OC)cc3c1[C@H](C2)N(C)CC3	29	34	10	29	10	-23
CC[N+](C)(CC)CCl	-49	8	-45	-2	-21	-18
CC(CO)CCNc1ncnc2c1ncn2CCC(=O)O (stereo not drawn)	-9	17	-24	-1	-30	6
NCS(=O)(=O)O	-13	-24	10	-26	-19	-23
Cc1c(Cl)cccc1NC(=O)c1ccc(Cl)cc1	7	10	0	1	6	8
C=CCC(C#N)(NC(C)=O)C(=O)OCC (stereo not drawn)	-28	-40	-56	-32	-29	-31
CCCCC(O)c1ccc[n+]([O-])c1 (stereo not drawn)	4	-3	3	4	1	-21
Cc1cccc(C)c1NC(=O)Nc1ccccc1C(N)=O	5	17	-7	-17	36	23
Nc1ccc(C(=O)CC2(O)C(=O)Nc3c(Cl)cc(Cl)cc32)cc1 (stereo not drawn)	19	1	23	30	27	9
ICCCCCCCCCC[n+]1ccc2ccccc2c1	89*	93*	85*	90*	89*	90*
OCCc1ccc2ccccc2n1	6	-1	6	4	11	14
CN(C)c1ccc(/C=N/NC(=O)c2ccc(N)cc2)cc1	1	-2	-12	14	-13	5
Cc1cccc2c(CBr)cc(=O)[nH]c12	87*	94*	92*	96*	84*	90*
CCOC(=O)N1C(=O)C2C3C=CC(C2C1=O)C1C2C(=O)N(C(=O)OCC)C(=O)C2C31 (stereo not drawn)	1	-20	-1	-38	-37	-3
CCCC(=O)Nc1cn(COC)c(C(=O)N2C[C@H]3C[C@@]34C2=CC(=O)c2[nH]cc(C)c24)n1	50	41	20	59	56	22
CC(C)(C)C1CCC(CI)(N=[N+]=[N-])CC1 (stereo not drawn)	15	10	4	25	24	7
CC1=CCC(=O)[C@]2(C)C(CC(=O)O)[C@]3(C)C4=C(C)C(c5ccoc5)C[C@@H]4O[C@@H]3[C@H](O)[C@@H]12 (stereo partly drawn)	26	-1	41	-68	10	-10
CCCNCCCC(C)Nc1cc(OC)cc2c(C)ccnc12 (stereo not drawn)	66	54	27	59	42	55
Cc1ccc(C(Cl)(c2ccc(C)cc2)c2ccc(C)cc2)cc1	68	97*	94*	92*	97*	93*
Nc1cc(F)c2c(c1)Cc1ccccc1-2	84*	71*	24	58	83*	39
CC(=O)NC1CCC(O)CC1 (stereo not drawn)	0	-11	-23	3	-6	-6
CCCCCC(=O)Cc1cc(O)cc2c1C(=O)Oc1cc(O)c(C(=O)O)c(CCCCC)c1O2	26	16	18	17	32	7
c1ccc2c(c1)CC1c3[nH]c4ccccc4c3CCN21 (stereo not drawn)	88*	78*	88*	74*	83*	77*
CN(C)C(=S)SCC(=O)c1ccccc1	-23	-10	-20	-11	-17	-28
COC(=O)c1cccc2c3ccccc3c3ccccc3c12	97*	98*	100*	99*	99*	100*
C(=C\[n+]1ccccc1)/c1cccs1	3&-4	-18&3	-27&-21	15&-8	-6&7	7&-16
NC(=O)c1cc2c(c3c1CCCC3)CCCC2	4	-14	-52	-2	-4	-7
NC(=O)Nc1ccccc1-c1ccccc1	-1	-11	-26	7	14	-11
CC(C)NC(=O)c1ccccc1	2&17&16	-3&-13&-10	7&-25&-6	-2&-15&-16	-1&-8&-7	-6&-10&-19

Screening results (PubChem)
